Screening data from PubChem BioAssay.
Tb PYK inh = T. brucei pyruvate kinase inhibition; Potency, µM (titrated, usually from 76.8 µM), for the others: at the top dose activity, negative = inhibition, hits mostly inhibitors; 410,000 tested, 0.12% active; TbPYK enzyme, Kinase-Glo Plus ATP luminescence, 45 min; note: potency is the fitted concentration of half-maximal effect; nearly all actives have a fitted effect of over 50% in size
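TbPYK + substrate in 50 mM TEA pH 7.2, 100 mM KCl, 10 mM MgCl2, 0.05% BSA, 0.01% Tween-20; cpd pinned; ADP 130 uM final; 45 min RT; Kinase-Glo Plus 10 min; luminescence endpoint.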
LmPK inhibitor = blocks Leishmania mexicana pyruvate kinase activity. purified LmPK, Kinase-Glo ATP luminescence, 1 h. Potency, µM (titrated, usually from 57.5 µM), inactives show at the top dose activity change, negative = inhibition, hits mostly inhibitors. AID 1721. 290,000 tested, 0.37% active. Q27686; note: potency is the fitted concentration of half-maximal effect
Target sequence (Q27686 whole entry, looked up): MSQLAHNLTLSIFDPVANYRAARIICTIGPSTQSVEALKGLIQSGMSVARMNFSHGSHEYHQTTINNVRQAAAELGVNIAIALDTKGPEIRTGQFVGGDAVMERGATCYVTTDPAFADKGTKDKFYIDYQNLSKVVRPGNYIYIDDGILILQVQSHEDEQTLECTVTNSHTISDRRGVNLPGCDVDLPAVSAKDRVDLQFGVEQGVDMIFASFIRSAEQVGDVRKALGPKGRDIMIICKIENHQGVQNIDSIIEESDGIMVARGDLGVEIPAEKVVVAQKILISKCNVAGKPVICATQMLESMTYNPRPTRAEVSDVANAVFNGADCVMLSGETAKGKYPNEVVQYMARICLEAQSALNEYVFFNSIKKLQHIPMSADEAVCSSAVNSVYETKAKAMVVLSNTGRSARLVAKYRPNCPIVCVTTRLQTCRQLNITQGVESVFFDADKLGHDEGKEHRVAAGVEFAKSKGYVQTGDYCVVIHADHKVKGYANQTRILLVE
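0.1 nM LmPK, 0.5 mM PEP, 0.1 mM ADP; 50 mM imidazole pH 7.2, 7 mM MgCl2, 50 mM KCl; 1 h RT. Kinase-Glo luminescence readout, normalized to no-enzyme (full inhibition) and uninhibited wells.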
HCV inhibitor = HCV inhibition; 340,000 tested, 3.4% active; Huh7.5.1 HCVcc-Cre infection, luciferase reporter, 44 h; Potency, µM (doses to about 41.8 µM), without a hit: at the highest dose activity change, negative = inhibition, most hits filed as inhibitors; note: potency is the fitted concentration of half-maximal effect
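1,000 cells/well; 4 h culture; + compound; + HCVcc-Cre (~0.5 moi); 44 h; luciferase substrate, RT 15 min; read 15 sec.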
AMA1 RON2 block = AMA1-RON2 (P. falciparum) interaction inhibition; AlphaScreen AMA1-biotinylated RON2 peptide binding; 360,000 tested, 0.2% active; Potency, µM (series often up to 58.2 µM), for the others: at the highest dose activity change, negative = inhibition, hits mostly inhibitors;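 note: potency is the fitted concentration of half-maximal effect; 0% = vehicle wells and -100% = peptide control; nearly all actives have a fitted effect of over 45% in size; some results filed as inactive show a strong effect at the top dose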
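AMA1 (3D7) with his tag at 25 nM final met compounds first, then biotinylated RON2 peptide at 25 nM; detection used donor plus acceptor beads, 10 µg/mL apiece, read by AlphaScreen after 30 min at room temperature.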
AmpC inh detg = blocks E. coli AmpC beta-lactamase in detergent assay. Potency, µM (series often up to 114 µM), for inactives: top-dose activity change, negative = inhibition, hits mostly inhibitors. P00811. 370,000 tested, 0.041% active. AmpC hydrolysis of nitrocefin, absorbance 480 nm, 0.01% Triton;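 note: potency is the fitted concentration of half-maximal effect; 0% = no-compound wells and -100% = no-enzyme wells; nearly all actives have a fitted effect of over 25% in size; some results filed as inactive show a strong effect at the top dose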
Target sequence (P00811 whole entry, looked up): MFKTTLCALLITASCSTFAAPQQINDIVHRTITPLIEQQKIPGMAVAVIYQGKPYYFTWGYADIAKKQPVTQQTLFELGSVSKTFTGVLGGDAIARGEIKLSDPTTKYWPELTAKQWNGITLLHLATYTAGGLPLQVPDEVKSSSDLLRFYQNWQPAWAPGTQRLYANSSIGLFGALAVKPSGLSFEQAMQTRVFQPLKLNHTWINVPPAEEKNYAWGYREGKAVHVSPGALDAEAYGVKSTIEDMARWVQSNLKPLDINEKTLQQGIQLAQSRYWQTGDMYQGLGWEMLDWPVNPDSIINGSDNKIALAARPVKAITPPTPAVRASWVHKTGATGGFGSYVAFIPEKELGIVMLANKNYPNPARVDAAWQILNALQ
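20 mM phosphate pH 7.0 + 0.01% (detergent screen) or 0.0001% Triton X-100; 5.3 nM AmpC reagent; cpd preinc 15 min RT; nitrocefin (800 uM stock) to start; A480 q20 s × 4 min; Activity was normalised to no-enzyme and no-compound control wells.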
HCMV antiviral = blocks human cytomegalovirus replication | HFF cells, HCMV-luciferase reporter, 72 h; stronger effect = lower value | activity change, negative = inhibition, % at 57.5 µM | 410,000 tested, 4.5% active; in the data active = activity change below about -60%; inconclusive = no clear call, values can overlap the other calls; inactive = above about -39%
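Luciferase read-out from HCMV-luciferase-infected HFFs (MOI 1 PFU/cell) 72 h post infection at 37C; compounds added after 16 h cell attachment; activity normalized between buffer-only basal and Salinomycin (10uM) inhibitor controls.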
AmpC inh no detg = blocks E. coli AmpC beta-lactamase in detergent-free assay; Potency, µM (top dose mostly 57.1 µM), for inactives: at the highest dose activity change, negative = inhibition, hits mostly inhibitors; AmpC nitrocefin hydrolysis, absorbance 480 nm, 0.0001% Triton; P00811; 330,000 tested, 0.52% active;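 note: potency is the fitted concentration of half-maximal effect; plate controls were no compound for no effect and no enzyme for full effect; nearly all actives have a fitted effect of over 20% in size; some results filed as inactive show a strong effect at the top dose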
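AmpC (5.3 nM in the dispensed reagent) in 20 mM phosphate pH 7.0 with 0.01% (detergent screen) or 0.0001% Triton X-100 was preincubated with compounds for 15 min at room temperature. Nitrocefin was then added from an 800 uM solution, and hydrolysis was followed at 480 nm.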
Active calls of the source: *; ? = inconclusive; / = not tested or not shown; & = joins results of further samples; [ ] = another dose, or the depositor's remark. Unless noted, calls come from the whole dose curve; as a rule, active = well fitted curve in the direction sought with a large enough effect; inconclusive = small, poorly fitted or top-dose-only effect, or another doubt; inactive = no such curve, though single readings can be large; an effect the other way counts as inactive or inconclusive. Unless noted, % is set by controls: 0 for no effect and ±100 for the full control effect.

SMILES	Tb PYK inh	LmPK inhibitor	HCV inhibitor	AMA1 RON2 block	AmpC inh detg	HCMV antiviral	AmpC inh no detg
COc1ccccc1OCC(=O)Nc1ccccc1C(=O)Nc1cccc(C(=O)O)c1	7%	0%	4%	6%	-16%	-30	-14%
Cc1ccc(C(=O)NCCc2ccc(Cl)cc2)cc1-n1c(C)nc2cccnc21	3%[15.4 µM]	/	/	/	12%	?	/
CC(C)NC(=O)C1CCN(C(=O)c2cnn(-c3ccccc3)c2-n2cccc2)CC1	-3%	/	/	/	19%	67	/
Cc1ccccc1CS(=O)(=O)c1cn(CC(=O)N2CCOCC2)c2ccccc12	?	-3%	24%	1%	-8%	26	85%[activator]
Cc1ccc(NCc2nc3ccccc3n2C)cc1C	1%	-4%	6%	0%	-22%	150	-7%
CCOC(=O)N1CCN(C(=O)CSCC(=O)Nc2nc(-c3ccc4c(c3)OCO4)cs2)CC1	6%	6%	?	-5%	3%	/	65%[activator]
CC(=O)c1cccc(N(CC(=O)Nc2cc(C)cc(C)c2)S(C)(=O)=O)c1	5%	-4%	-1%	-16%	-2%	28	-16%
CSc1ncccc1C(=O)OCC(=O)Nc1ccc(S(=O)(=O)N2CCCC2)cc1	-4%	3%	-27%	2%	-8%	-25	-54%
CCOc1ccc(S(=O)(=O)NCCc2cn3ccccc3n2)cc1	8%	-8%	13%	25%	0%	-19	-23%
N=c1sccn1CC(=O)Nc1ccc(Cl)cc1[N+](=O)[O-]	-5%	0%	-5%	-16%	5%	0	-20%
CCN(CC)C(=O)c1ccc(NC(=O)c2c(C)noc2C)cc1	-3%	/	-15%	-5%	-6%	-20	-4%
CC1CCN(S(=O)(=O)c2ccc3c(c2)oc(=O)n3CC(=O)NCc2ccc3c(c2)OCO3)CC1	6%	1%	?	-4%	-11%	-7	?
Clc1ccc2nc(C3CCCCC3)c(Cc3ccccc3)n2c1	-1%	/	/	-1%	/	19	/
Cc1ccc(OCCC(=O)Nc2ccc(S(=O)(=O)N3CCCC3)cc2)cc1	-7%	/	?	-9%	-1%	-1	-4%
CCOC(=O)N1CCN(C(=O)c2ccc3c(=O)n4c(nc3c2)CCCCC4)CC1	3%	0%	-2%	-21%	-9%	-8	21%
CCc1ccccc1NC(=O)CNC(=O)c1cn(Cc2ccccc2)nc1-c1cccnc1	-8%	/	34%[activator]	-6%[11.6 µM]	?	-11	1%
COc1ccc(-c2nc(C)c(C(C)=O)n2O)cc1	-10%	?	-6%	-15%	1%	94	-16%
COc1ccc(S(=O)(=O)N2CCC(C(=O)N[C@@H](C)C(=O)NCc3ccco3)CC2)cc1	2%	/	/	9%	/	-28	/
O=C(Nc1cc2ccc(O)cc2oc1=O)c1ccccc1	-5%	/	/	/	-7%	79	/
CCOc1ccc(-c2cc(CCCC(=O)NCCc3ccc(SC)cc3)no2)cc1	-1%	/	/	/	-4%	-35	/
CCN(CC)S(=O)(=O)c1cc(C(=O)Nc2cc(C)on2)c(Cl)cc1Cl	1%	-9%	?	-1%	?	29	-24%
CN(C(=O)c1ccc(Cl)c(S(=O)(=O)N2CCOCC2)c1)c1ccccc1C(=O)O	1%	3%	16%	-7%	?	62	-30%
COC(=O)c1cc(NC(=O)Nc2cc(OC)ccc2OC)cc(C(=O)OC)c1	/	5%	-25%	-4%	-11%	45	-16%
O=C(CSc1nc(-c2ccccc2)[nH]c1-c1ccccc1)Nc1ccc2c(c1)OCO2	6%	/	/	/	4%	-109*	/
COCCNC(=O)CSc1nc2cc3c(cc2c(=O)n1CCCC(=O)NCc1ccc2c(c1)OCO2)OCO3	14%	/	/	/	2%	0	/
CSCC[C@H](NC(=O)C(C)Oc1ccc(Cl)cc1)c1nc2ccccc2[nH]1 (some centres not stated)	-2%	0%	-7%	-6%	-12%	-14	-17%
CCOC(=O)Nc1cc(C(=O)OC)ccc1C	3%	-4%	5%	15%	3%	-10	-18%
O=C(NNC(=S)Nc1cccc(C(F)(F)F)c1)c1cccc(Cl)c1	-4%	1%	?	48%[activator]	-11%	-37	-43%
O=C(O)c1ccccc1NC(=O)c1cc2ccccc2oc1=O	?	-26%	9%	0%	-8%	41	-27%
c1cnc(NCCSSCCNc2ncccn2)nc1	-4%	/	/	6%	/	27	/
COC(=O)c1ccc(C(C(=O)NC2CCCCC2)N(Cc2ccc(F)cc2)C(=O)Cc2cccs2)cc1 (configuration not stated)	-11%	5%	-2%	-4%	-19%	-28	-16%
CC(C)CNC(=O)c1cc([N+](=O)[O-])ccc1N1CCCCC1	12%	-2%	-16%	0%	-5%	?	-18%
Cc1ccc(C)c(N2CCN(C(=O)Cn3ncc4c(=O)oc5ccccc5c43)CC2)c1	2%	/	/	/	-8%	0	/
CCCOc1cccc(C2C(C(=O)c3cc4ccccc4o3)=C(O)C(=O)N2c2cc(C)on2)c1 (configuration not stated)	0%	-11%	1%	29%	-11%	-34	-37%
Cc1noc(C)c1NC(=O)N(C)C[C@H]1OCc2cnnn2CCCC(=O)N([C@@H](C)CO)C[C@H]1C	-1%	/	/	-6%	/	7	/
O=C(O)c1cc(NS(=O)(=O)c2ccc(NC3CCCCC3)c([N+](=O)[O-])c2)cc(C(=O)O)c1	5%	-2%	23%	-5%	-3%	26	-15%
CC(=O)c1cccc(CN2CCCC(CCC(=O)NCc3ccc(F)c(F)c3)C2)c1 (configuration not stated)	2%	5%	-14%	-4%	3%	80	15%
Cc1cc(S(=O)(=O)N2CCN(c3ccccc3C)CC2)ccc1F	-6%	4%	?	11%	?	-24	-32%
Cc1ccc(S(=O)(=O)N2CCOCC2)cc1C(=O)Nc1ccc(-c2cn3ccsc3n2)cc1	0%	0%	10µM*	-16%	-7%	-16	94%[activator]
COc1ccc(CNC(=O)C2CCC(CNC(=O)[C@@H]3Cc4ccccc4CN3)CC2)cc1 (some centres not stated)	7%	-2%	6%	0%	-1%	0	31%
CCNC(=S)/N=C(\N)Nc1nc(C)c2cc(C)ccc2n1	-3%	2%	3.2µM*	36%[activator]	6%	116	30%
O=C(NCc1ccccc1)c1ccc(Cn2c(=O)c3cccn3c3cccnc32)cc1	0%	/	/	/	13%	17	/
O=C(Oc1ccc(F)cc1C(=O)/C=C/c1cccs1)c1cccc([N+](=O)[O-])c1	-2%	2%	31%[activator]	?	?	?	-23%
C[C@@H]1CN([C@H](C)CO)C(=O)CCCn2nncc2CO[C@@H]1CN(C)S(C)(=O)=O	14%	/	/	-6%	/	-5	/
CCCN(CCC)CC(O)Cn1c2ccccc2c2ccccc21 (configuration not stated)	1%	-4%	?	3%	-3%	-29	-9%
C=CCn1c(SC(C)C(=O)NCc2ccc3c(c2)OCO3)nnc1C1CCCCC1 (configuration not stated)	1%	-4%	-13%	6%	?	-29	53%
CCOC(=O)Cn1c(N2CCOCC2)nc2c1c(=O)[nH]c(=O)n2C	-1%	-9%	12%	2%	-13%	-21	-21%
O=C1c2ccccc2-c2ccc(C(=O)N3CCOCC3)cc21	-6%	4%	11%	15%	1%	46	-2%
O=C(NC1CC(=O)N(c2cccc(F)c2)C1)c1cc2ccccc2o1 (configuration not stated)	-12%	/	/	/	1%	32	/
CS(=O)(=O)N(CC(=O)NCCc1ccccc1)C1CCCCC1	-2%	3%	17%	2%	3%	-34	10%
Cc1ccc(CN2CCCN(Cc3c(C)cc(C)cc3C)S2(=O)=O)cc1	-1%	0%	5%	2%	-7%&9%	-21&0	-12%
Cc1ccc(/C=N/N=C2/NC(=O)C(CC(=O)Nc3ccc(Cl)cc3)S2)o1 (configuration not stated)	-4%	-2%	-36%	47%[activator]	1%	-12	-7%
Cn1ccc2cc(-c3ccc4ncnc(NCc5cccs5)c4c3)ccc21	0%	/	/	/	-9%	-72*	-14%&0%
CCC(C)(C)n1nnnc1C(c1cccs1)N1CCN(Cc2ccccc2)CC1 (configuration not stated)	-6%	4%	-15%	-3%	-8%	26	14%
CCOc1cc(OCC)cc(C(=O)N2CCC[C@H]2C(=O)N2CCC[C@H]2C(=O)NCc2ccc(F)cc2F)c1	1%	/	/	2%	/	9	/
O=C(N/N=C/c1ccc(-c2ccccc2[N+](=O)[O-])o1)c1cncc(Br)c1	-15%	2%	-16%	47%[activator]	-5%	?	-54%
Cc1ccc(S(=O)(=O)NNC(=O)c2ccccc2O)cc1	3%	7%	-1%	-8%	?	-22	-30%
Cc1ccc(-n2cc(C(C)(C)C)[nH]c2=S)cc1	?	-23%	-15%	21%	?	3	-14%
Clc1cccc(-c2noc3ncnc(NC4CCCCC4)c23)c1	5%	/	/	/	-10%	-17	/
CCOC(=O)c1c(C)[nH]c(CCC(=O)NCc2ccc(F)cc2)c1C	-6%	/	/	/	3%	2	/

Another view of some results above.
canonical_smiles | Tb PYK inh | LmPK inhibitor | HCV inhibitor | AMA1 RON2 block | AmpC inh detg | HCMV antiviral | AmpC inh no detg
Cc1ccc(/C=N/N=C2/NC(=O)C(CC(=O)Nc3ccc(Cl)cc3)S2)o1 (configuration not stated) | -4% | -2% | -36% | 47%[activator] | 1% | -12 | -7%
Cn1ccc2cc(-c3ccc4ncnc(NCc5cccs5)c4c3)ccc21 | 0% | / | / | / | -9% | -72* | -14%&0%
CCC(C)(C)n1nnnc1C(c1cccs1)N1CCN(Cc2ccccc2)CC1 (configuration not stated) | -6% | 4% | -15% | -3% | -8% | 26 | 14%

Additional structures
SMILES	Tb PYK inh	LmPK inhibitor	HCV inhibitor	AMA1 RON2 block	AmpC inh detg	HCMV antiviral	AmpC inh no detg
Cc1nnc(-c2ccccc2)nc1N1CCOCC1	4%	4%	1%	-6%	3%	-3	0%
CCOC(=O)c1c(NC(=O)c2nc3n(n2)C(C(F)F)CC(C)N3)sc2c1CCCC2 (configuration not stated)	-1%	-2%	?	28%	-18%	-36	-28%
Nc1nnc(-c2ccccc2)c(-c2ccccc2)n1	0%	5%	-1%	-1%	2%	14	-17%
Cc1ccccc1NC(=O)CCC(=O)N1CCSc2ccccc21	1%	/	/	/	-2%	-19	/
CC(C)[C@H](NC(=O)N1c2ccccc2NC(=O)[C@@H]1C(C)C)C(=O)N[C@@H](C(=O)O)c1ccccc1	-3%	-9%	0.35µM*	10%	?	-6	-11%
CC1CCN(C(=S)Nc2ccc3nc4n(c(=O)c3c2)CCCCC4)CC1	2%	-1%	?	-20%	-6%	?	9%
CC/C(=N\NC(=O)Cc1ccc(Br)cc1)c1cccs1	5%	3%	16%	136%[activator]	1%	34	-30%
COc1ccccc1N(C)S(=O)(=O)c1ccc(C(=O)O)cc1	1%	3%	6%	-3%	?	?	-7%
CC1CCN(c2ccc3c(c2)S(=O)(=O)c2cccc(C(=O)NCc4ccc(F)cc4)c2C3=O)CC1	4%	/	-5%	12%	-4%	4	-27%
